Screening results from PubChem BioAssay.
Mdm2-MdmX inh: disrupts the human Mdm2-MdmX interaction. 330,000 tested, 3% active. inhibition, % at 8 µM. AID 485346. O15151+Q00987. SaOS-2 split-luciferase Mdm2/MdmX complementation, luminescence;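 active means inhibition of at least 50% at 8 µM in the primary screen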
Target sequence (O15151 whole entry, looked up): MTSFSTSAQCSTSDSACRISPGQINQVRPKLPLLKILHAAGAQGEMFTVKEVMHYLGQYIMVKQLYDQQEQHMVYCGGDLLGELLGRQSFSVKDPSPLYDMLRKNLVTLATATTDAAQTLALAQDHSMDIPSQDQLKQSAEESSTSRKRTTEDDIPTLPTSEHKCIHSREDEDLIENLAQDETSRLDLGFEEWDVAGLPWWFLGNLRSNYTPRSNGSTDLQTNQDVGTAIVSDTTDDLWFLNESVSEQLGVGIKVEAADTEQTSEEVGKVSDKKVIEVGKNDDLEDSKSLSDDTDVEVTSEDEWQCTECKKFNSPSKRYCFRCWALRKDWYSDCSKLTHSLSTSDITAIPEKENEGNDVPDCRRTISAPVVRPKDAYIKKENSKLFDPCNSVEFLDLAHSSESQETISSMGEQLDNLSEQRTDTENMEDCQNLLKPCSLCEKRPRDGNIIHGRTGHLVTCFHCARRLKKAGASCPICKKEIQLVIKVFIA
Target sequence (Q00987 whole entry, looked up): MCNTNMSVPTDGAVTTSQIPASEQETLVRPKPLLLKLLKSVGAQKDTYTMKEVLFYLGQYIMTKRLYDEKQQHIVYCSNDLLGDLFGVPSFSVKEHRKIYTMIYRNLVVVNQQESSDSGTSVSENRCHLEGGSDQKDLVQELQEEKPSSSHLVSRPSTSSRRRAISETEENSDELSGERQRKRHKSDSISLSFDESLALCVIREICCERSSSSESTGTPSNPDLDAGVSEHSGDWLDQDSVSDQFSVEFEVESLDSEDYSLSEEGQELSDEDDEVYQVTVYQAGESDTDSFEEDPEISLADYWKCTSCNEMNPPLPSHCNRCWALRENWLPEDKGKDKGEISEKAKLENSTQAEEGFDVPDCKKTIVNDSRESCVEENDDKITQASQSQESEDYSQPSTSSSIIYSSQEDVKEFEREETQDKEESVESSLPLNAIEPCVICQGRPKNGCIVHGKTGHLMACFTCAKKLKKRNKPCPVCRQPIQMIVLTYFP
APJ antagonist: blocks the human apelin receptor APJ; 330,000 tested, 0.32% active; P35414; AID 2521; CHO-K1 APJ beta-arrestin complementation, luminescence; inhibition, % at 20 µM;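 active means inhibition above about 40% at 20 µM, limit read from the data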;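 further: cells challenged with 10 nM apelin-13 agonist together with compound; plate controls were apelin-13 plus DMSO wells for no effect and DMSO wells lacking apelin-13 for full effect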
APJ ag: agonists of human APJ apelin receptor | 330,000 tested, 0.11% active | CHO-K1 APJ PathHunter beta-arrestin, luminescence; 0% DMSO wells, 100% apelin | activation, % at 20 µM | P35414;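 active means activation more than six SD over the plate average, tested at 20 µM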;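 further: 0% = DMSO alone and 100% = apelin-13 at 10 nM; some results filed as inactive read as strong as hits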
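Assay system: CHO-K1 cells stably expressing ProLink-tagged human APJ and arrestin–beta-gal acceptor. Compound dosing: 20 µM single point, 1% DMSO. Times: 16-18 h seeding, 90 min dark compound exposure, 60 min detection. Detection: beta-gal luminescence. Evaluation: APJ–arrestin association signal. Controls: negative DMSO alone, positive Apelin-13 at 10 nM.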
CCR6 antagonist: blocks CCL20-driven beta-arrestin recruitment at human CCR6; P51684; CHO-K1 CCR6 PathHunter beta-arrestin, luminescence, CCL20-stimulated; inhibition, % at 20 µM; 340,000 tested, 0.49% active; AID 493098;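 active means compounds whose inhibition of the agonist-driven luminescence signal at 20 µM reaches about 50%, limit read from the data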;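 further: cells stimulated with CCL20 at 14 nM final; plate controls were DMSO with CCL20 for no effect and DMSO without agonist for full effect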
UPR CHOP act: activators of apoptotic arm of unfolded protein response (CHOP); CHO-CHOP luciferase reporter, UPR activation, luminescence; percent of tunicamycin response over DMSO baseline; activation, % at 10 µM; 330,000 tested, 0.34% active; AID 449763;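 active means at 10 µM dose, activation of 40% or more, normalized to positive control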;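 further: 100% = tunicamycin at 10 µg/mL and 0% = DMSO alone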
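measured by = luciferase luminescence | assay system = CHO-CHOP cells, stable luciferase reporter of PERK-eIF2a-CHOP signalling | amount = 500 reporter cells seeded per well | timing = 6 h compound exposure at 37 °C after overnight seeding | controls = positive tunicamycin 10 µg/mL, negative DMSO alone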
CXCR6 inh: inhibitors of human CXCR6 receptor | CHO-K1 PathHunter CXCR6 beta-arrestin, luminescence | 360,000 tested, 0.36% active | O00574 | inhibition, % at 20 µM | AID 602244; in the data active means inhibition above about 34%, passing the limit was not always enough;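 further: antagonist mode with CXCL16 agonist at 10 nM final; 0% = 10 nM CXCL16 with DMSO and 100% = unstimulated wells without agonist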
XBP1 UPR activ: activators of adaptive arm of unfolded protein response (XBP1) | CHO-XBP1 luciferase reporter, IRE1-XBP1 UPR activation, luminescence; percent of tunicamycin response, DMSO as zero | activation, % at 20 µM | 330,000 tested, 0.33% active | AID 463104;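 active means versus positive control, 20 µM dose yields 30% or more activation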;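 further: 100% = tunicamycin at 10 µg/mL and 0% = DMSO only wells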
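Material: CHO-XBP1 cells stably carrying IRE1-XBP1-driven luciferase reporter / Amount: 1000 cells per well / Compound: 20 µM, 1% DMSO / Times: 6 h treatment, 37 °C / Detection: luciferase luminescence / Measure: % activation of reporter signal versus tunicamycin and DMSO controls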
EBI2 antag: blocks human EBI2 receptor beta-arrestin signaling; inhibition, % at 5 µM; 360,000 tested, 0.81% active; EBI2 beta-arrestin recruitment, luminescence, 7a,25-OHC stimulated; in the data active means inhibition above about 38%;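 further: enzyme fragment complementation signal reports receptor beta-arrestin coupling in cells; 0% = agonist plus DMSO wells and 100% = wells without agonist; some results beyond the cut were filed as inactive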
tim23-1 inh: tim23-1 yeast growth inhibition. AID 463212. 330,000 tested, 1.3% active. inhibition, % at 20 µM. S. cerevisiae tim23-1 growth, BacTiter-Glo luminescence, 24 h;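 active means growth inhibition of the mutant yeast at or above 50%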;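 further: temperature-sensitive mutant grown at 25 °C; plate controls were DMSO-treated mutant yeast for no effect and medium wells lacking yeast for full effect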
Starred values were filed as active, the others as inactive; . = no result given.

SMILES | Mdm2-MdmX inh | APJ antagonist | APJ ag | CCR6 antagonist | UPR CHOP act | CXCR6 inh | XBP1 UPR activ | EBI2 antag | tim23-1 inh
CCCN(CC(=O)Nc1ccccc1OC)C(=O)CSc1nc(C)cc(C)n1 | 1 | 12 | 6 | 5 | -0.2 | 8 | -2 | -5 | 20
CC(C)(C)OC(=O)C[C@H]1C/C=C\C[C@@H](CC(=O)N[C@@H](CO)Cc2ccccc2)C(=O)N2CCC[C@@H]2COC1=O | -4 | 0 | -2 | 0 | 1.0 | 4 | -1 | -14 | 8
CC(C)(C)C1CCC(=NNc2ncc(C(F)(F)F)cc2Cl)CC1 (configuration not stated) | 24 | 9 | -4 | 3 | 1.2 | 2 | -2 | 4 | 32
COc1ccc(C(=O)Cn2c(=N)n(C)c3ccccc32)cc1 | -76 | 7 | 1 | 6 | 0.1 | 4 | 1 | -3 | 5
O=C(c1ccccc1)C1CCN(C(=O)C2CCC(=O)N(Cc3cccc(F)c3)C2)CC1 (configuration not stated) | 7 | -10 | 0 | 5 | 0.0 | 6 | -2 | 4 | 2
O=C1C(c2c(O)[nH]c3ccccc23)=Nc2ccccc21 | 3 | 22 | 4 | 14 | -2.6 | 3 | -6 | -9 | 23
COc1ccc2c(CC(=O)OCC(=O)Nc3cccc(S(N)(=O)=O)c3)coc2c1 | -25 | -1 | -1 | 3 | 1.7 | -4 | -1 | -3 | 21
Nc1ncnc(Nc2cccc(C(F)(F)F)c2)n1 | -21 | 5 | -3 | -6 | -0.2 | -14 | 0 | -1 | -4
CCOC(=O)N1CCN(c2ccc([N+](=O)[O-])cc2F)CC1C (configuration not stated) | 6 | 9 | -1 | -6 | 0.3 | 2 | -2 | -10 | 18
CCOC(=O)N1CCC(NC(=O)c2ccc3c(c2)sc2nc(-c4ccc(OC)cc4)cn23)CC1 | 11 | 21 | -4 | . | -0.3 | . | 0 | . | -25
CC(C)C[C@H](NC(=O)c1[nH]cnc1C(=O)Nc1ccc(CNC(=O)OC(C)(C)C)cc1)C(=O)OCc1ccccc1 | 26 | 9 | -1 | -9 | 2.3 | -13 | 0 | -43 | 15
COc1ccc(CCN(Cc2ccccn2)C(=S)Nc2cccc(SC)c2)cc1OC | 15 | 8 | 0 | -6 | -0.5 | -2 | -2 | -11 | 26
O=C(Nc1nnc(-c2cccnc2)o1)c1cccc(Cl)c1 | 15 | 9 | -4 | -4 | 0.6 | -1 | 1 | 1 | -19
CC1CCCCC1N(C)C1CCN(C(=O)CNC(=O)/C=C/c2cccc(Cl)c2)CC1 (configuration not stated) | 53* | 12 | -4 | 7 | -0.7 | 2 | -7 | 1 | -5
CC(C)(C)NC(=O)N1CCN(c2ncccc2C(F)(F)F)CC1 | 15 | 11 | 1 | 11 | 0.4 | -4 | 0 | -14 | 13
CCn1c(SCc2ccc(C)cc2)nnc1C1CCN(S(=O)(=O)c2ccc(OC)cc2)CC1 | 34 | 26 | -3 | 17 | 4.3 | 0 | 1 | -3 | 6
Cc1ccc(S(=O)(=O)CCC(=O)NC2CCCCC2)cc1 | 4 | -28 | -5 | 10 | 4.9 | -4 | 0 | 1 | 17
O=S(=O)(c1ccc(S(=O)(=O)N2CCCN(Cc3ccccc3)C2)cc1)N1CCCCCC1 | 27 | 16 | -4 | 18 | -2.1 | 5 | -3 | -2 | 7
O=C(COc1ccc(/C=N/NC(=O)c2ccccc2O)cc1)Nc1ccccc1 | -14 | 11 | -2 | 20 | 10 | 2 | -2 | -1 | -8
COc1ccc(-c2noc(N3CCC(C(=O)Nc4ccccc4Cl)CC3)n2)cc1 | 19 | 6 | -2 | -2 | -1.8 | 1 | -3 | 11 | 3
CN(CC(=O)Nc1ccc(Br)cc1)Cc1ccccc1 | -4 | 14 | -2 | 6 | 3.5 | 4 | 0 | 1 | 26
COCCNC(=O)C1=C(N)C(C(=O)Nc2ccc(C)c(S(=O)(=O)N3CCCCC3)c2)SC1=Nc1ccc(C)cc1C (configuration not stated) | 6 | -12 | 3 | 11 | -1.4 | 0 | -1 | 9 | 21
Cc1ccn2c(c1)nc(=S)n2C(=O)c1ccco1 | -224 | 1 | -3 | . | 11 | . | 3 | . | 23
O=C1CC(c2ccc(F)cc2)Cc2nc(NCC3CCCO3)ncc21 (configuration not stated) | 6 | 7 | -1 | 13 | -1.8 | 0 | 2 | 1 | 21
CC(=O)N1CCN=C1SCc1cccc(C(F)(F)F)c1 | -8 | 1 | -2 | -2 | 1.0 | 6 | 1 | -9 | 8
CCOC(=O)N1CCN(C(=O)/C=C/c2ccc([N+](=O)[O-])cc2)CC1 | 8 | 17 | 1 | -6 | 8.5 | -6 | -2 | 80* | 6
Cc1ccc(-c2csc(NS(=O)(=O)c3cccc(F)c3)n2)o1 | 13 | 5 | -2 | 10 | -1.3 | -6 | -3 | -6 | 5
O=[N+]([O-])c1ccccc1N(CC1CO1)S(=O)(=O)c1ccccc1 (configuration not stated) | -11 | 15 | -2 | 12 | 1.4 | 7 | -3 | 2 | 14
CCC(CC)C(=O)c1c[nH]c(C(=O)N2CCN(c3ccccc3F)CC2)c1 | 14 | -9 | 0 | 10 | 1.9 | -7 | 2 | -10 | 4
Cc1ccccc1NC(=O)C(C)OC(=O)c1ccccc1C(=O)N(C)c1ccccc1 (configuration not stated) | 16 | 7 | -3 | 6 | -0.1 | -8 | -4 | 6 | 20
CN(C)c1ccc(-n2cc3c(=O)n(C)c(=O)n(C)c3c2)cc1 | 6 | -7 | 3 | 29 | 1.0 | 7 | 6 | 3 | 21
CC(=O)Nc1ccc(Br)c(Cl)c1 | 1 | 15 | -4 | 2 | 0.7 | -3 | -5 | 0 | 22
Cc1c(C(=O)O)sc(S(=O)(=O)N2CCN(C(=O)Cc3ccccc3Cl)CC2)c1C(=O)O | 20 | -9 | -5 | 4 | -1.2 | 10 | -2 | 0 | -1
COc1ccc(NC(=S)/N=C(\N)Nc2nc(C)c3ccccc3n2)cc1 | 49 | 17 | 3 | 16 | 0.1 | 14 | 8 | 33 | 31
Cc1ccc[n+](CC(=O)c2ccc(NC(=O)c3ccccc3)cc2)c1C | 7 | -1 | -2 | -2 | 1.0 | -10 | -1 | 8 | 3
CCO/C=C1/C(=O)N(c2ccc(OC)cc2)C(=O)c2ccccc21 | 31 | -4 | -2 | 1 | -1.1 | 1 | 5 | 1 | 2
O=C(NNc1ncc(C(F)(F)F)cc1Cl)c1ccc(Cl)c(Cl)c1 | 14 | 13 | -5 | 22 | 3.0 | -4 | -4 | -1 | 8
COc1cccc(C2CCCCN2Cc2nc(-c3ccc(C)o3)oc2C)c1 (configuration not stated) | 7 | 15 | -3 | 7 | 0.1 | 10 | -4 | 11 | 7
CCOC(=O)C1=C(O)C(=O)N(c2ccc(S(N)(=O)=O)cc2)C1c1ccc(OC)cc1OC (configuration not stated) | -7 | 14 | -3 | 3 | -2.1 | 8 | -2 | -2 | 6
CCc1c(C(C)O)oc2ccc3c(C)cc(=O)oc3c12 (configuration not stated) | 17 | -11 | 1 | . | -1.6 | . | 2 | . | 11
Cc1cc(C)cc(-n2c(=O)c3ccccc3n(CC(=O)NCC3CCCO3)c2=O)c1 (configuration not stated) | 10 | 15 | 1 | -9 | 2.3 | 6 | -4 | -19 | -3
O=C(Nc1cccc(NC(=O)c2ccccc2[N+](=O)[O-])c1)c1ccccc1Cl | -26 | 5 | 0 | 4 | 1.2 | -2 | -5 | -12 | -8
Cc1ccc(S(=O)(=O)N2CCC(NC(=O)OC(C)C)CC2)cc1 | 3 | -17 | 0 | 0 | 2.0 | -13 | 0 | -4 | 8
CCCCN1C(=N)N([C@@H](C)CN2CCC[C@H]2CN2C(N)=NC[C@H]2C(C)C)C[C@H]1[C@H](C)CC | 4 | 12 | 4 | -5 | 0.1 | 9 | 2 | -7 | 5
COc1ccc(NC(=O)CSc2nncn2C)c([N+](=O)[O-])c1 | 0 | -21 | -1 | 4 | -0.1 | -5 | 3 | 4 | 13

Retrieved by structure from above:
SMILES | Mdm2-MdmX inh | APJ antagonist | APJ ag | CCR6 antagonist | UPR CHOP act | CXCR6 inh | XBP1 UPR activ | EBI2 antag | tim23-1 inh
Cc1ccc[n+](CC(=O)c2ccc(NC(=O)c3ccccc3)cc2)c1C | 7 | -1 | -2 | -2 | 1.0 | -10 | -1 | 8 | 3
Nc1ncnc(Nc2cccc(C(F)(F)F)c2)n1 | -21 | 5 | -3 | -6 | -0.2 | -14 | 0 | -1 | -4
CCOC(=O)C1=C(O)C(=O)N(c2ccc(S(N)(=O)=O)cc2)C1c1ccc(OC)cc1OC (configuration not stated) | -7 | 14 | -3 | 3 | -2.1 | 8 | -2 | -2 | 6
CN(CC(=O)Nc1ccc(Br)cc1)Cc1ccccc1 | -4 | 14 | -2 | 6 | 3.5 | 4 | 0 | 1 | 26

Next results follow.
SMILES | Mdm2-MdmX inh | APJ antagonist | APJ ag | CCR6 antagonist | UPR CHOP act | CXCR6 inh | XBP1 UPR activ | EBI2 antag | tim23-1 inh
Cc1ccsc1C(=O)NNC(=S)NC1CCCCC1 | -1 | 4 | -10 | 17 | 4.0 | 22 | 0 | 13 | 25
Cc1ccc(NC(=O)C2CCCN2C(=O)OCc2ccccc2)cc1F (configuration not stated) | 14 | 12 | 2 | 25 | 2.2 | -4 | 4 | -15 | 18
O=C(Nc1cccc2ncccc12)c1ccc(-c2ccc(Br)cc2)o1 | 22 | -26 | 0 | 10 | -0.7 | 0 | 0 | 19 | 18
O=C(CCC1N=C2c3ccccc3N=C(SCc3ccc(F)cc3)N2C1=O)NCc1ccco1 (configuration not stated) | -24 | 0 | 13 | 8 | -0.6 | -3 | -1 | 3 | 36

Rewritten with two lines to a compound: 2 of the compounds above
Values run as follows: Mdm2-MdmX inh | APJ antagonist | APJ ag | CCR6 antagonist | UPR CHOP act | CXCR6 inh | XBP1 UPR activ | EBI2 antag | tim23-1 inh
O=C(Nc1cccc2ncccc12)c1ccc(-c2ccc(Br)cc2)o1
    22 | -26 | 0 | 10 | -0.7 | 0 | 0 | 19 | 18
Cc1ccsc1C(=O)NNC(=S)NC1CCCCC1
    -1 | 4 | -10 | 17 | 4.0 | 22 | 0 | 13 | 25

An excerpt (hit frequency here may not be typical).
